Assay outcomes (PubChem)
RGS7-Gao reg: modulates binding of RGS7 to human Galphao; 0.35% of 220,000 active; binding response (% of control), % at 10 µM; AID 1439; Multiplexed bead flow cytometry; actives lie on both sides; in the data active means binding response below about 49% or above about 150%; inconclusive means no clear call, values can overlap the other calls; inactive means in between;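 further: fluorescent Galphao held in activated GDP-AlF4 state binding bead-coupled RGS7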
Target sequence (P09471 whole entry, looked up): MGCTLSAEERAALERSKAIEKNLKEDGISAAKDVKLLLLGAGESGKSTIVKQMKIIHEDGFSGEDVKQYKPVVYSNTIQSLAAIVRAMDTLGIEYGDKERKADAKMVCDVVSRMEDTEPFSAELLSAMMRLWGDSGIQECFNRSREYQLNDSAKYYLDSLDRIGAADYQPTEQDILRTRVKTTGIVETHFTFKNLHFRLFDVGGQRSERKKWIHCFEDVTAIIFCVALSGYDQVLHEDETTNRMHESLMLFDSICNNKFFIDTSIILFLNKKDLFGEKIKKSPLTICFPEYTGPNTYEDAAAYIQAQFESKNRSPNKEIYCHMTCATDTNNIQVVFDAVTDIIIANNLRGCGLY
RGS4-Gao reg: human RGS4-Galphao interaction regulation; P09471; Multiplexed bead flow cytometry, RGS4-Galphao binding; actives lie on both sides; binding response (% of control), % at 10 µM; 0.33% of 220,000 active; AID 1415; in the data active means binding response below about 49% or above about 150%; inactive means in between;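 further: fluorescent Galphao activated with aluminum fluoride binding bead-coupled RGS4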
Mcl-1 Bim block: human Bim-Mcl-1 interaction inhibition | inhibition, % at 10 µM | 0.1% of 190,000 active | Q07820 | AID 1009 | Bead-based flow cytometry, Bim peptide-Mcl-1 binding;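 further: 0% = no compound tracer wells and 100% = peptide blocker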
Bim-Bcl-XL: human Bim-Bcl-XL interaction inhibition | inhibition, % at 10 µM | 0.04% of 190,000 active | Bim peptide-Bcl-XL binding, bead flow cytometry, fluorescence
Target sequence (Q07817 whole entry, looked up): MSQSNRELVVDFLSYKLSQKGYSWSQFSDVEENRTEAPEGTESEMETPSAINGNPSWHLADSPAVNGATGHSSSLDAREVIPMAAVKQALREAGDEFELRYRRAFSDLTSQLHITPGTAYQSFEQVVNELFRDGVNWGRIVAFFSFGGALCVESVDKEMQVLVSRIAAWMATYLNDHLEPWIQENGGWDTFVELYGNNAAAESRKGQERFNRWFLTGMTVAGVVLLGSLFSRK
ABCB1 block: human ABCB1 inhibition, ABCG2 as counter-screen; inhibition, % at 6.6 µM; AID 1326; 0.067% of 190,000 active; P08183; CCRF-Adr cells, JC-1 efflux, flow cytometry; in the data active means inhibition above about 40%;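 further: 0% = vehicle and 100% = reference inhibitor; higher value means more JC-1 retained so stronger ABCB1 efflux block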
RGS8-Gao: human RGS8-Galphao interaction regulation; P09471; multiplexed bead flow cytometry, RGS8-Galphao binding; actives lie on both sides; response (percent of control binding), % at 10 µM; 0.34% of 220,000 active; AID 1423; in the data active means response below about 60% or above about 140%; inactive means in between;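 further: Galphao activated as the GDP aluminium fluoride complex binding bead-coupled RGS8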
Bim-Bfl-1: inhibitors of Bim-Bfl-1 interaction, human | Q16548 | 0.12% of 190,000 active | inhibition, % at 10 µM | Bead-based flow cytometry, Bim-Bfl-1 binding inhibition;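 further: 0% = wells without compound plus tracer and 100% = blocker peptide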
Bcl-2 Bim block: disrupts Bim peptide binding to human Bcl-2; P10415; Bead-based flow cytometry, Bim peptide-Bcl-2 binding; 0.06% of 190,000 active; inhibition, % at 10 µM; AID 950; in the data active means inhibition above about 40%; inconclusive means no clear call, values can overlap the other calls;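 further: 0% = no compound wells with probe peptide and 100% = reference peptide inhibitor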
Bcl-B Bim block: inhibitors of Bim-Bcl-B interaction, human; Q9HD36; bead-based flow cytometry, Bim peptide-Bcl-B binding; inhibition, % at 10 µM; 0.073% of 190,000 active; AID 951;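 further: 0% = tracer peptide without compound and 100% = reference inhibitor peptide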
Target sequence (Q9HD36 whole entry, looked up): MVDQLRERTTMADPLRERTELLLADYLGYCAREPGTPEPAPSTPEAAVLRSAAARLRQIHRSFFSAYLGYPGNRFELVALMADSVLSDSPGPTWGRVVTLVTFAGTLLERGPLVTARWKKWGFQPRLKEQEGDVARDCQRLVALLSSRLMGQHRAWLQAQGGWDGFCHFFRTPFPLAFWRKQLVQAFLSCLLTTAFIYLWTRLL
Bcl-W Bim block: disrupts Bim peptide binding to human Bcl-W; 0.02% of 190,000 active; inhibition, % at 10 µM; bead-based flow cytometry; Q92843;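 further: 0% = bound tracer without compound and 100% = peptide blocker; higher means less fluorescent Bim peptide bound to Bcl-W beads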
Target sequence (Q92843 whole entry, looked up): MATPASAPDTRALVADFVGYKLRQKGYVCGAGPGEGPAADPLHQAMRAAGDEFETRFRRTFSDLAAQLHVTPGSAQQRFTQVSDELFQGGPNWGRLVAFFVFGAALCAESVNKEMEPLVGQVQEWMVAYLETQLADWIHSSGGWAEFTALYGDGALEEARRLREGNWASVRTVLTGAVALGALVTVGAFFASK
ABCG2 block: blocks JC-1 efflux by human ABCG2 transporter; IgMXP3 cells, flow cytometry; Q9UNQ0; 0.1% of 190,000 active; inhibition, % at 6.6 µM; AID 1325;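 active means inhibition above 80%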;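 further: 0% = DMSO and 100% = nicardipine control wells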
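Read-out basis: Efflux inhibition in percent versus controls | Test system: ABCG2 IgMXP3 and barcoded ABCB1 CCRF-Adr cell mix | Quantity: 3 million cells/mL in well | Schedule: 10 min at 25 °C | Control set: Nicardipine as high control, DMSO as low control | Reagent: JC-1 as fluorescent efflux pump substrate | Signal: Flow cytometry of retained JC-1 fluorescence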
An asterisk follows results filed as active; ? = inconclusive. Unless noted, no stated cut-off is given here; in the data, active means inhibition above about 40%.

SMILES	RGS7-Gao reg	RGS4-Gao reg	Mcl-1 Bim block	Bim-Bcl-XL	ABCB1 block	RGS8-Gao	Bim-Bfl-1	Bcl-2 Bim block	Bcl-B Bim block	Bcl-W Bim block	ABCG2 block
O=C(NC(=S)NCCN1CCOCC1)c1cccc(Cl)c1	109	106	1	0	0.4	104	-2	-2	-5	-3	1
Cn1c(Cl)nc2ccccc21	96	101	0	0	0.0	101	-10	-5	-6	2	0
COc1ccc(-c2nnc(NC(=O)c3ccc(S(=O)(=O)N4COCC4(C)C)cc3)o2)cc1	106	101	2	-1	-0.4	103	0	0	0	3	-1
CC(=O)N1c2ccccc2C2(O)N=C(C)SC12 (stereo not drawn)	121	94	-6	-3	-0.8	85	19	3	-21	-4	-3
S=C(NCCc1ccccc1)N/N=C/c1ccccc1Cl	102	102	-3	-8	2.1	100	-8	-7	-11	-5	2
Cc1cc(C)n(C(=O)CN2C(=O)CCC2=O)n1	99	103	0	-7	-0.6	104	-12	-8	-7	-2	5
O=C(CN1CCN(Cc2ccccc2Cl)C1=O)NC1CCCCCC1	99	103	-2	3	-2.0	102	-8	-6	-5	-2	-3
CCNS(=O)(=O)c1ccc(CCC(=O)NCCC2=CCCCC2)cc1	98	94	0	-2	0.8	95	-7	-6	-3	-1	9
COCCNC(=O)COC(=O)c1[nH]c(C)c(C(C)=O)c1C	100	102	-1	0	-0.1	100	0	0	-2	-2	0
Cc1nn(C)cc1CN(C)C(=O)c1cc(-c2ccccc2)nc2ccc(Br)cc12	99	98	-1	-3	0.8	97	-9	-4	-7	-1	0
Cc1ccc(N2CCN(C3=NC(=O)/C(=C\c4cccs4)S3)CC2)cc1	103	104	3	-1	0.2	104	3	2	1	4	1
COc1ccc(C(=O)NCc2ccc3c(c2)OCO3)cc1S(=O)(=O)NCc1ccc(Cl)cc1	100	97	2	-3	0.6	100	-3	-2	-4	0	4
COc1ccc(C(=O)NN(c2ccccc2)c2ccccc2)cc1	104	101	1	1	0.3	101	0	-1	3	-2	0
CCn1c(C)nc2cc(C(=O)NNC(=O)Nc3ccc(Cl)c(Cl)c3)ccc21	98	101	2	0	-1.9	98	-4	-2	-3	2	-3
CN1/C(=C\C(=O)COc2ccc3c(c2)OCO3)C(C)(C)c2ccccc21	96	96	-5	-8	0.8	96	-20	-12	-8	-2	38
Cc1cc(C(=O)NP(=O)(N2CCOCC2)N2CCOCC2)c(C)n1-c1ccc(N(C)C)cc1	92	98	-3	-2	0.9	97	1	1	1	-4	11
O=C(CSc1nc2ccc(NC(=O)CSc3nnnn3-c3ccccc3)cc2s1)Nc1ccccc1	101	91	-5	-7	-0.8	92	0	-4	-8	-2	-2
COc1cccc(N=c2oc3cc(O)ccc3cc2C(=O)NCC2CCCO2)c1 (stereo not drawn)	103	102	-4	-2	-0.1	104	-6	-9	-10	-3	-1
COc1cccc(C2C(C(=O)c3cc4cccc(OC)c4o3)=C(O)C(=O)N2c2cc(C)on2)c1OC (stereo not drawn)	11*	-0.4*	-1	-2	-0.3	34*	-14	-5	-5	-1	-1
COc1cc(C(=O)NCC(=O)OCC(=O)N2CCc3ccccc32)cc(OC)c1OC	95	96	2	-1	1.8	97	-6	0	-2	0	6
Cc1ccc2c(c1)N(CC(=O)N1CCCc3ccccc31)C(=O)CO2	102	102	-2	-3	1.1	103	-10	-8	-6	0	4
Cc1nc(NC(=O)C2CCCC2)sc1Cc1ccc2c(c1)OCO2	97	97	-7	-5	1.8	99	-3	-3	-7	-6	12
O=C(NC1CCCC1)c1cc(Cl)ccc1[N+](=O)[O-]	100	105	-6	-8	0.2	105	-6	-1	-6	-3	4
CC(O)CCC(=O)NCCNC(=O)CCC(C)O (stereo not drawn)	102	105	-4	3	0.3	106	-1	0	3	2	0

Pulled by compound from above, four records:
SMILES	RGS7-Gao reg	RGS4-Gao reg	Mcl-1 Bim block	Bim-Bcl-XL	ABCB1 block	RGS8-Gao	Bim-Bfl-1	Bcl-2 Bim block	Bcl-B Bim block	Bcl-W Bim block	ABCG2 block
CC(O)CCC(=O)NCCNC(=O)CCC(C)O (stereo not drawn)	102	105	-4	3	0.3	106	-1	0	3	2	0
Cc1ccc2c(c1)N(CC(=O)N1CCCc3ccccc31)C(=O)CO2	102	102	-2	-3	1.1	103	-10	-8	-6	0	4
Cc1cc(C(=O)NP(=O)(N2CCOCC2)N2CCOCC2)c(C)n1-c1ccc(N(C)C)cc1	92	98	-3	-2	0.9	97	1	1	1	-4	11
O=C(NC1CCCC1)c1cc(Cl)ccc1[N+](=O)[O-]	100	105	-6	-8	0.2	105	-6	-1	-6	-3	4

Following part:
SMILES	RGS7-Gao reg	RGS4-Gao reg	Mcl-1 Bim block	Bim-Bcl-XL	ABCB1 block	RGS8-Gao	Bim-Bfl-1	Bcl-2 Bim block	Bcl-B Bim block	Bcl-W Bim block	ABCG2 block
CCOC(=O)CSc1nnc(-c2ccoc2C)n1-c1ccc(OCC)cc1	101	101	0	3	0.8	100	-5	-4	-4	0	4
Cc1cc(OCC(=O)NCc2nc(-c3ccccc3)no2)c(C)cc1Br	110	112	0	-3	1.0	106	-1	-1	-5	-3	7
CCC(C)[C@H](NC(=O)OC(C)(C)C)C(=O)N/N=C/c1ccc2nccnc2c1 (stereo partly drawn)	100	100	1	0	0.3	100	-9	-2	-2	2	2
CC(CCc1ccccc1)NC(=O)C(=O)NCc1ccccc1 (stereo not drawn)	103	100	0	0	0.6	95	0	3	0	-2	4
COc1ccc(C2CC(c3cccc(C)c3)n3ncnc3N2)cc1 (stereo not drawn)	100	98	-1	-4	-1.4	86	-3	-4	-2	-2	-3
COc1ccc(C2CC(c3ccccc3)Nc3nc(N)nn32)cc1 (stereo not drawn)	112	100	0	-1	0.2	100	-1	-3	0	0	4
COc1cccc(C(CC(=O)NCCN2CCOCC2)NS(=O)(=O)c2ccc(C)cc2)c1OC (stereo not drawn)	104	101	0	-10	0.1	103	-10	-6	-6	3	0
CCCNC(=O)CS(=O)Cc1nc(-c2ccc(OC)cc2)oc1C (stereo not drawn)	101	103	-1	-7	0.2	100	-6	-8	-10	-6	1
COCCNC(=O)/C(C#N)=C/c1cc(Br)c(O)c(OC)c1	?	99	-3	-5	0.7	100	-3	-2	-7	1	5
COc1cc(/C=C2\SC(=O)N(Cc3ccc(Cl)cc3)C2=O)cc([N+](=O)[O-])c1O	?	101	0	0	-1.0	102	-1	-1	-2	0	-4
COc1ccc(/C=C/CN2CCN(Cc3ccc(F)cc3)C(CCO)C2)cc1 (stereo not drawn)	89	92	0	-2	0.5	91	-6	-6	-1	0	1
CC(C)Cn1c(SCC(=O)NC2CCCc3ccccc32)nc(O)cc1=O (stereo not drawn)	117	111	5	0	0.1	104	-9	-2	-4	0	0

Compound profiles, as listed above. Order of values: RGS7-Gao reg, RGS4-Gao reg, Mcl-1 Bim block, Bim-Bcl-XL, ABCB1 block, RGS8-Gao, Bim-Bfl-1, Bcl-2 Bim block, Bcl-B Bim block, Bcl-W Bim block, ABCG2 block
Entry for CC(C)Cn1c(SCC(=O)NC2CCCc3ccccc32)nc(O)cc1=O (stereo not drawn) : 117, 111, 5, 0, 0.1, 104, -9, -2, -4, 0, 0
Entry for Cc1cc(OCC(=O)NCc2nc(-c3ccccc3)no2)c(C)cc1Br : 110, 112, 0, -3, 1.0, 106, -1, -1, -5, -3, 7
Entry for COc1ccc(C2CC(c3ccccc3)Nc3nc(N)nn32)cc1 (stereo not drawn) : 112, 100, 0, -1, 0.2, 100, -1, -3, 0, 0, 4
Entry for CCOC(=O)CSc1nnc(-c2ccoc2C)n1-c1ccc(OCC)cc1 : 101, 101, 0, 3, 0.8, 100, -5, -4, -4, 0, 4

Following part:
SMILES	RGS7-Gao reg	RGS4-Gao reg	Mcl-1 Bim block	Bim-Bcl-XL	ABCB1 block	RGS8-Gao	Bim-Bfl-1	Bcl-2 Bim block	Bcl-B Bim block	Bcl-W Bim block	ABCG2 block
COC(=O)CSc1nc(C)c(C(=O)Nc2ccccc2C)c(-c2ccc(Cl)cc2)c1C#N	109	106	-3	-9	0.2	109	-13	-9	-17	-9	-4
Cc1cc([N+](=O)[O-])ccc1NC(=O)C(C)[n+]1ccccc1 (stereo not drawn)	99	101	0	-2	0.2	103	-6	-2	-2	-4	0
Cc1ccc(C2CC(=O)Nc3c2ccc2ccccc32)cc1[N+](=O)[O-] (stereo not drawn)	100	99	-3	-5	1.4	101	-1	-5	-4	-2	13
CCCCCn1c(CN(C)Cc2ccccc2)nc2c1c(=O)n(C)c(=O)n2C	110	110	0	0	0.9	129	2	0	-1	3	10
Cc1ccc(S(=O)(=O)N(Cc2ccc(F)cc2)Cc2ccco2)cc1	96	97	-1	0	0.5	97	0	-2	0	-1	2
N#Cc1c[nH]n2c(=O)cc(Cc3ccccc3)nc12	84	83	0	2	0.2	92	-9	-4	-2	0	2
CC1=CN2C(=NC(=O)CC2(C)C(=O)N(CC(=O)NC2CCCC2)c2ccccc2C)C=C1 (stereo not drawn)	97	95	-5	-6	0.2	106	-2	-2	-11	-5	0
COc1ccccc1CP(=O)(c1ccccc1)c1ccccc1	98	97	16	21	1.1	92	12	2	14	16	1
O=C(Cn1nc(C(=O)O)c2ccccc2c1=O)NCC1CCCO1 (stereo not drawn)	99	103	-3	-5	0.2	103	-9	-12	-9	2	0
CC(C)N1C(=O)CCC1C(=O)NCc1ccccc1Cl (stereo not drawn)	97	90	-5	-7	-0.7	99	-2	-2	-3	-4	-2
O=C(NN=C1CCN(Cc2ccccc2)CC1)C(O)c1ccccc1 (stereo not drawn)	97	98	0	-1	0.3	103	1	1	0	1	1
Cc1ccccc1N(CC(=O)NC1CCCC1)C(=O)c1csnn1	?	100	-2	0	0.4	102	5	-2	0	0	1
COc1ccc2c(c1)c(=O)oc1cc(OCC(=O)N3CCCC(C)C3)ccc12 (stereo not drawn)	103	103	4	1	2.3	101	-2	0	0	1	12
O=C(N/N=C/c1ccccc1F)NC1CCCCC1	94	95	-1	-5	1.6	99	-8	-12	-7	-2	38
CCN(CC)S(=O)(=O)c1ccc(C(=O)OCn2c(SC)nnc(C)c2=O)cc1	100	96	-4	-4	-0.3	81	-3	0	-5	-2	1
